# High-throughput results (PubChem)
# FUS suppressor – qHTS for Suppressors of FUS Proteinopathy: Primary screen using FUS-linked yeast assay | Potency, µM (titrated, usually from 76.6 µM), without a hit: at the highest dose growth rescue (activation), usual class: activators | 390,000 compounds, 0.24% hits | AID 1347120, 2019 | S. cerevisiae FUS-expressing, growth rescue, OD600, 24 h;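 also: plate controls were DMSO vehicle for no effect and reference control for full effect; nearly all actives have a fitted effect of over 55% in size; some results filed as inactive show a strong effect at the top dose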
#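 FUS-expressing yeast, raffinose-pregrown, induced in 2% galactose minimal medium at OD 0.005; compounds in a dilution series, 24hr at 30C. Growth restoration read as absorbance at 600 nm. CP55940 positive control, DMSO negative.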
# TDP43 rescue – qHTS of TDP-43 Inhibitors. AID 652104, 2013. Potency, µM (series often up to 46.1 µM), for inactives: top-dose growth rescue (activation), hits mostly activators. 410,000 compounds, 1.8% hits. TDP-43 expressing yeast growth rescue, BacTiter-Glo, 24 h; also: % of control where 0% means no effect; nearly all actives have a fitted effect of over 50% in size
#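 In this qHTS, compounds that restore growth of yeast expressing TDP-43 appear as activators. Cells (OD600=0.02, galactose medium, raffinose-pregrown) are incubated with compound 24 hr at 30 deg C and growth is quantified by BacTiter-Glo.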
# PTHR1 agonist – qHTS for PTHR1 Agonists: Primary Screen; Potency, µM (highest dose often 115 µM), inactives show at the highest dose activation, most hits filed as activators; 410,000 compounds, 0.075% hits; Parathyroid hormone/parathyroid hormone-related peptide receptor (Homo sapiens), Q03431; HEK293 GP2 PTHR1 cells, GloSensor cAMP luminescence, 1 h; also: nearly all actives have a fitted effect of over 55% in size; some results filed as inactive show a strong effect at the top dose; inactives centre near -15; many of its hits are not listed in these tables
#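 HEK-293-derived GP2 cells expressing PTHR1 and a GloSensor cAMP reporter, 3,000/well, plated overnight, given luciferin plus IBMX (each 0.5 mM as added) for 1 h at 37 °C, then compound for 1 h at 37 °C. Luminescence was read after 15 min at room temperature.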
# EPAC1 agonist – qHTS for Agonist of cAMP-regulated guanine nucleotide exchange factor 3 (EPAC1): primary screen | Rap guanine nucleotide exchange factor 3 (Homo sapiens), O95398 | EPAC1 agonist qHTS, biochemical assay; response scale: 100% = response to 6.5 mM cAMP | Potency, µM (doses to about 154 µM), without a hit: at the highest dose activation, actives largely listed as activators | 360,000 compounds, 0.073% hits; also: nearly all actives have a fitted effect of over 60% in size
#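 Compounds were pinned as a concentration titration into mixtures of EPAC1 (100 nM), BODIPY-GDP-loaded Rap1B (250 nM) and GDP (50 uM). After 5 min at room temperature, fluorescence was followed for 30 min; activity was scaled to 6.5 mM cAMP.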
# aSyn yeast inh – qHTS of alpha-syn Inhibitors. Yeast expressing alpha-synuclein, growth rescue, BacTiter-Glo, 24 h. Potency, µM (titrated, usually from 46.1 µM), for the others: at the highest dose growth rescue (activation), actives largely listed as activators. 370,000 compounds, 0.14% hits. AID 652106, 2013; also: % of control where 0% means no effect; nearly all actives have a fitted effect of over 65% in size
#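 Galactose-induced alpha-syn yeast (OD600=0.02, raffinose-pregrown) + pinned cpd, 24 hr, 30 deg C; growth by BacTiter-Glo luminescence. Growth restoration scores as activation.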
# EPAC2 ag – qHTS for Agonist of cAMP-regulated guanine nucleotide exchange factor 4 (EPAC2): primary screen. Rap guanine nucleotide exchange factor 4 (Homo sapiens), Q8WZA2. AID 720711, 2013. Potency, µM (titrated, usually from 154 µM), inactives show at the highest dose activation, actives largely listed as activators. 360,000 compounds, 0.079% hits. EPAC2 activation, biochemical qHTS; response scale: 100% = 6.5 mM cAMP response; also: nearly all actives have a fitted effect of over 50% in size
# Target sequence (Q8WZA2 whole entry, looked up): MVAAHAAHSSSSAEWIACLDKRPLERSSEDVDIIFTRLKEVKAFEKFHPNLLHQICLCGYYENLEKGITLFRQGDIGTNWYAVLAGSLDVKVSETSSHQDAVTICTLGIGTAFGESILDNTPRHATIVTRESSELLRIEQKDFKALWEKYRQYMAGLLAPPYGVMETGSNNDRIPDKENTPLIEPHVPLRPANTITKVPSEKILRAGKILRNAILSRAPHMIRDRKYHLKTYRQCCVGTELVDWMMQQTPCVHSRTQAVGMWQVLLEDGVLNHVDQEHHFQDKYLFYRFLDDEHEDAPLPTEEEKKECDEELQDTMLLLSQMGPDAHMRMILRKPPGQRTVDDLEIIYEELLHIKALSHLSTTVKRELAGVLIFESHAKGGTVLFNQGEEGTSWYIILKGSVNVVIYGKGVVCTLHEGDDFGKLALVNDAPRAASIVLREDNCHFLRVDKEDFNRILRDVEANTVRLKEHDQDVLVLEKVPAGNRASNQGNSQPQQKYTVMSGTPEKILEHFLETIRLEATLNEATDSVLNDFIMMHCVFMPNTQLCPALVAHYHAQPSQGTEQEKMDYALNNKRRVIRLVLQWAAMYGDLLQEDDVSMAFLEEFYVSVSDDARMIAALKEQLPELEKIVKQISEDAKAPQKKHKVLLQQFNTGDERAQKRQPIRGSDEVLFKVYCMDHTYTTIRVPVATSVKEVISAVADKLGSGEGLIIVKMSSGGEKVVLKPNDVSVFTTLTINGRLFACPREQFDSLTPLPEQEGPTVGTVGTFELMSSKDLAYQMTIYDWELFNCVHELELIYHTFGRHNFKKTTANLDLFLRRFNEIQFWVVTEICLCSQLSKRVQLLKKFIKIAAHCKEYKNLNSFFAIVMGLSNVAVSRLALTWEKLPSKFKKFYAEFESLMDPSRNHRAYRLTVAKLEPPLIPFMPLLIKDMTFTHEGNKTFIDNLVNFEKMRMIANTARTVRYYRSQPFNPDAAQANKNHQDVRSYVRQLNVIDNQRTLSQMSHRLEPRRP
#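 Setup: EPAC2 100 nM, labeled Rap1B complex 250 nM, free GDP 50 uM. Compound titrations pinned in, brief spin, 5 min room temperature incubation. Kinetic fluorescence read over 30 min, normalized to 6.5 mM cAMP.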
# EPAC1 antag – qHTS for Antagonist of cAMP-regulated guanine nucleotide exchange factor 3 (EPAC1): primary screen | EPAC1 GEF assay, Rap1b-BODIPY-GDP exchange fluorescence | AID 720709, 2013 | Potency, µM (series often up to 115 µM), for the others: at the top dose activity change, negative = inhibition, usual class: inhibitors | Rap guanine nucleotide exchange factor 3 (Homo sapiens), O95398 | 360,000 compounds, 0.14% hits;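 also: plate controls were vehicle for no effect and positive control for full effect; nearly all actives have a fitted effect of over 50% in size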
# EPAC2 antag – qHTS for Antagonist of cAMP-regulated guanine nucleotide exchange factor 2 (EPAC2): primary screen; Rap guanine nucleotide exchange factor 4 (Homo sapiens), Q8WZA2; EPAC2 GEF exchange of Rap1B-BODIPY-GDP, fluorescence; Potency, µM (series often up to 114 µM), inactives show at the top dose activity, negative = inhibition, actives largely listed as inhibitors; 360,000 compounds, 0.18% hits; AID 720708, 2013; also: % is scaled to controls: 0 for no effect and ±100 for the full control effect; nearly all actives have a fitted effect of over 45% in size; many of its hits are not listed in these tables
# * marks the source's active call; other numbers are inactive results; i = inactive; ? = inconclusive; · = no result given; [ ] = remark or other dose. Calls follow the shape of the dose curve; as a rule, active = well fitted curve in the direction sought with a large enough effect; inconclusive = small, poorly fitted or top-dose-only effect, or another doubt; inactive = no such curve, though single readings can be large; an effect the other way counts as inactive or inconclusive. Potency is read from the fitted curve at half-maximal effect. Only part of the results is shown; the hit share may differ from the screen's.
item | Structure | FUS suppressor | TDP43 rescue | PTHR1 agonist | EPAC1 agonist
1 | CC(C)N(Cc1ccccc1)S(=O)(=O)c1ccc2c(c1)NC(=O)CO2 | -10% | 2% | i | 3%
2 | CC(=O)Nc1cccc(NS(=O)(=O)c2cc3c4c(c2)CCN4C(=O)CC3)c1 | 12% | 7% | i | 8%
3 | CNc1nc(NC)nc(-n2c(C(F)(F)F)nc3ccccc32)n1 | 17% | ? | -1% | -5%
4 | COc1ccc(CN2C(=O)C(CC(=O)NCCc3ccccn3)CC(C(=O)N(C)C)=C2C)cc1 (configuration not stated) | -6% | 0% | 0% | -15%
5 | Cc1ccc(OCC(=O)NC(C)c2ccccc2)cc1 (configuration not stated) | -11% | 0% | -17% | -5%
6 | COc1cccc(CN(CC(=O)NCc2ccccc2)S(=O)(=O)CCl)c1 | -6% | -5% | -1% | -12%
7 | COc1cc(NC(=O)COC(=O)/C=C/c2ccc(Cl)cc2Cl)cc(OC)c1 | -6% | 13% | i | 2%
8 | COc1cc(-c2n[nH]c(=S)n2-c2ccccc2C(F)(F)F)cc(OC)c1OC | 27% | 15% | -18% | -2%
9 | COC(=O)CNC(=O)C1CCN(C(=O)OCc2ccccc2)CC1 | 6% | 2% | -23% | 12%
10 | CCn1c(COc2cc(C)cc(C)c2)nnc1SCC(=O)N1CCN(c2ccccc2)CC1 | 9% | -16% | i | 4%
11 | Cc1cc(Cl)ccc1C(O)c1ncc(-c2ccc(C(F)(F)F)cc2)[nH]1 (configuration not stated) | 0% | 24% | -15% | -13%
12 | Fc1ccc(NC(=S)Nc2ccccc2OC(F)F)cc1Cl | · | ? | i | -2%
13 | CCOc1ccccc1CNC(=O)CCNS(=O)(=O)c1ccc2[nH]c(=O)oc2c1 | 11% | -23% | i | 14%
14 | O=C(NCC1(N2CCOCC2)CCCCC1)c1ccc(S(=O)(=O)Nc2ccccc2F)cc1 | 10% | -5% | -20% | -11%
15 | Cc1n[nH]c(C)c1Cc1ccc(C(=O)O)cc1 | -4% | 3% | i | 1%

item | aSyn yeast inh | EPAC2 ag | EPAC1 antag | EPAC2 antag
1 | 0% | 12% | -3% | -8%
2 | 8% | -1% | 6% | -1%
3 | 2% | -2% | -14% | -5%
4 | -5% | 10% | -10% | 5%
5 | 14% | 7% | -7% | -5%
6 | 4% | 8% | -16% | -10%
7 | -2% | 7% | -5% | 4%
8 | -7% | 8% | -21% | -6%
9 | 1% | 15% | 6% | -2%
10 | -2% | -6% | 4% | -1%
11 | 6% | 6% | -25% | -13%
12 | -35%[inhibitor] | -5% | -1% | -6%
13 | -2% | 5% | 8% | -4%
14 | -9% | -1% | -9% | -10%
15 | 7% | 8% | 11% | 1%

# Some of these compounds in order of number of heavy atoms, low to high.
item | Structure | FUS suppressor | TDP43 rescue | PTHR1 agonist | EPAC1 agonist
5 | Cc1ccc(OCC(=O)NC(C)c2ccccc2)cc1 (configuration not stated) | -11% | 0% | -17% | -5%
9 | COC(=O)CNC(=O)C1CCN(C(=O)OCc2ccccc2)CC1 | 6% | 2% | -23% | 12%
11 | Cc1cc(Cl)ccc1C(O)c1ncc(-c2ccc(C(F)(F)F)cc2)[nH]1 (configuration not stated) | 0% | 24% | -15% | -13%
7 | COc1cc(NC(=O)COC(=O)/C=C/c2ccc(Cl)cc2Cl)cc(OC)c1 | -6% | 13% | i | 2%
13 | CCOc1ccccc1CNC(=O)CCNS(=O)(=O)c1ccc2[nH]c(=O)oc2c1 | 11% | -23% | i | 14%

item | aSyn yeast inh | EPAC2 ag | EPAC1 antag | EPAC2 antag
5 | 14% | 7% | -7% | -5%
9 | 1% | 15% | 6% | -2%
11 | 6% | 6% | -25% | -13%
7 | -2% | 7% | -5% | 4%
13 | -2% | 5% | 8% | -4%

# Next part.
item | Structure | FUS suppressor | TDP43 rescue | PTHR1 agonist | EPAC1 agonist
16 | COCCCNC(=S)NNC(=O)c1csc2ccccc12 | · | 20% | i | 10%
17 | O=C(O)CCNS(=O)(=O)c1ccc(Oc2ccccc2)cc1 | -10% | -20% | i | 3%
18 | CCCCCn1c(Sc2ccccc2)nc2c1c(=O)[nH]c(=O)n2C | -20% | 16% | -3% | 9%
19 | COC(=O)c1ccc(COc2nc(C)cc(C)c2C#N)o1 | 19% | -5% | ? | 11%
20 | COc1cccc(C(=O)c2sc(NC(C)C)nc2N)c1 | -12% | 20% | -25% | 1%
21 | O=C1NC(c2ccccc2)=C(c2ccccc2)C1=O | -5% | 2% | i | -4%
22 | COc1cc2c(c(OC)c1CC=C(C)C)C[C@H](c1ccc(O)cc1O)CO2 | 26% | ? | -10% | -12%
23 | Cc1cccc2nc(CNc3ccc(F)cc3)cn12 | -2% | 8% | i | 13%
24 | CC(C)(C)OC(=O)N1CCC[C@H]1C(=O)N1CCC[C@H]1C(=O)NCc1ccc(F)cc1F | -8% | 17% | i | -11%
25 | O=C(Nc1cccc(Cl)c1)c1ccc2c(c1)SC1=NS(=O)(=O)CCN12 | 3% | -11%[0.397 µM] | -14% | 1%
26 | Cc1ccc(C(OCC(O)CNC(C)c2ccccc2)c2ccccc2)cc1 (configuration not stated) | 7% | 5% | -19% | -4%
27 | Cc1ccc(C(=O)NCCNC(=O)Cc2ccccc2)cn1 | -6% | 7% | i | 5%
28 | Cc1sc2nc(COC(=O)c3ccc(N4CCCC4)c([N+](=O)[O-])c3)[nH]c(=O)c2c1C | 35% | 3% | -25% | 13%
29 | NC(=O)c1ccccc1NC(=O)c1ccc2c(c1)OCO2 | -20% | -2% | i | -4%
30 | O=C(COc1cccc(C(F)(F)F)c1)Nc1ccc2[nH]ncc2c1 | 10% | 16% | -3% | -6%

item | aSyn yeast inh | EPAC2 ag | EPAC1 antag | EPAC2 antag
16 | -5% | 4% | 1% | -3%
17 | -2% | 10% | 4% | 13%
18 | 0% | 1% | -2% | -6%
19 | 5% | 18% | 1% | 1%
20 | 6% | 0% | -3% | -3%
21 | 3% | -12% | -6% | 4%
22 | -62%[inhibitor] | 3% | -23% | -17%
23 | -2% | 16% | -15% | 0%
24 | 3% | 4% | 22% | -1%
25 | 0% | 2% | 2% | -4%
26 | -6% | 6% | 2% | -10%
27 | 5% | 5% | -12% | -4%
28 | 9% | 11% | 7% | -4%
29 | -23% | 4% | 0% | 14%
30 | -3% | -2% | 5% | ?

# (further entries)
item | Structure | FUS suppressor | TDP43 rescue | PTHR1 agonist | EPAC1 agonist
31 | Nc1c(N(CCCO)C(=O)C2CCCC2)c(=O)[nH]c(=O)n1Cc1ccccc1 | 11% | -3% | -12% | -12%
32 | CCCCn1c(SCC(=O)N(CC)C2CCS(=O)(=O)C2)nc2cc(S(N)(=O)=O)ccc21 (configuration not stated) | 0% | 19% | -2% | -1%
33 | COc1ccc(-n2nc(C(=O)Nc3ccc(OC)c(OC)c3)c3c4ccccc4n(C)c3c2=O)cc1 | -3% | 7% | i | 0%
34 | NNC(=O)CNC(=O)Nc1n[nH]c(=S)s1 | -11% | 30% | i | -8%
35 | COc1ccc(NC(=O)c2cccc(NC(=O)C(C)C)c2)c([N+](=O)[O-])c1 | 5% | -4% | -25% | 0%
36 | CCOCCc1c(O)nc(SCC(=O)NCc2ccco2)[nH]c1=O | 14% | -1% | i | -11%
37 | Cc1cc(C)nc(NC(=O)c2cccs2)c1 | -21% | -19% | -23% | 9%
38 | c1cc2cn[nH]c2cc1NC1CCCCCC1 | 22% | 2% | -4%[57.5 µM] | 18%
39 | FC(F)(F)c1cccc(N/N=C/c2ccccc2)c1 | · | 20% | i | 5%
40 | Cn1c(-c2sc3cc(C(F)(F)F)cnc3c2-c2ccccn2)n[nH]c1=S | 18% | 3% | -6% | -9%
41 | Cc1ccc(NC(=O)CSc2nc3[nH]ncc3c(=O)[nH]2)cc1 | 10% | -10% | i | 4%
42 | CCCC(=O)Nc1sc(C)c(-c2ccc(OC)cc2)c1C#N | · | 22% | i | -2%
43 | COc1cc(NC(=O)CN2CCCCC2)c(C)cc1[N+](=O)[O-] | 5% | -10% | i | 3%
44 | COc1ccc(-n2nc(C(=O)NCC(=O)Nc3cc(OC)c(OC)c(OC)c3)c3ccccc3c2=O)cc1OC | 31% | 3% | -6% | 2%
45 | COc1cc(CC(=O)OCC(=O)NC2CCCCCC2)cc(OC)c1OC | 12% | 16% | -29% | 8%
46 | S=c1[nH]c2ccccc2n1Cc1ccccc1 | -4% | ? | i | 11%
47 | COc1cc(N=C2C(=O)N3CCCc4cccc2c43)cc(OC)c1 | -17% | 12% | i | 13%
48 | COc1ccc(NC(=O)CSc2nnc3ccc(-c4ccccn4)nn23)cc1OC | -3% | -22% | -7% | -4%

item | aSyn yeast inh | EPAC2 ag | EPAC1 antag | EPAC2 antag
31 | 1%[1.84 µM] | -8% | 15% | 1%
32 | 5% | 5% | -21% | -13%
33 | 1% | -2% | 10% | -1%
34 | -3% | 9% | -7% | -4%
35 | 7% | 3% | 4% | 15%
36 | -6% | 7% | -12% | -2%
37 | -5% | 4% | -24% | 5%
38 | ? | 11% | -1% | 0%
39 | 0% | 3% | -11% | -10%
40 | -5% | -8% | 5% | 9%
41 | -5% | 9% | 14% | -16%
42 | 0% | 7% | 4% | 1%
43 | -3% | -5% | -1% | 0%
44 | 1% | 2% | -7% | 6%
45 | -3% | 11% | -5% | -4%
46 | 11% | 6% | -4% | -7%
47 | 6% | -4% | -14% | 2%
48 | -2% | -6% | -2% | -4%
